# TWEAK-Fn14 inh = inhibitors of TWEAK-Fn14 interaction signaling | TWEAK-stimulated Fn14 reporter cells, luciferase luminescence, 8 h | inhibition, % at 10 µM | actives 2% (n = 360,000) | AID 1159606; in the data active means inhibition above about 50%
# MITF TRPM1 inh = reduces MITF-dependent TRPM1 promoter luciferase signal; SK-MEL-5 TRPM1 promoter luciferase, 24 h; inhibition, % at 12.5 µM; actives 0.83% (n = 330,000); AID 488899;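 active means mean inhibition across replicates of 60% or more, whatever share of single replicates reaches that level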; further: values of inactives mirror those of a sister screen read the other way
# TROY NFkB inh = TROY signaling inhibition | Q293 LMP1-TROYcd NF-kB luciferase reporter, 4 h | inhibition, % at 10 µM | actives 0.98% (n = 360,000) | AID 1347056;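 active means compounds whose plate-normalised and pattern-corrected inhibition of the luciferase reporter signal at the single screening dose is 50% or more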
# CF NFkB block = cystic fibrosis NF-kB activation inhibition; KKLEB NF-kB-GFP reporter, PAF-induced, GFP fluorescence overnight; inhibition, % at 5 µM; actives 0.86% (n = 360,000); AID 588850;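 active means at least 50% inhibition at 5 µM, scaled per plate between neutral and stimulator controls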;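 further: PAF is a Pseudomonas aeruginosa culture filtrate used as stimulus; plate controls were PAF-stimulated DMSO wells for no effect and unstimulated DMSO wells for full effect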
# Peg3 prom inh = reduces Peg3 promoter-driven luciferase expression in HeLa. HeLa PEG-Prom luciferase reporter, luminescence, overnight. inhibition, % at 20 µM. actives 1.7% (n = 360,000);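 active means inhibition of at least 50% at 20 µM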
# Shn3 inh set2 = inhibitors of Schnurri-3 3'UTR reporter in osteoblasts; inhibition, % at 12.5 µM; actives 0.52% (n = 360,000); Clone20 osteoblast Shn3 3'UTR firefly luciferase, 24 h;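 active means mean inhibition of at least 75% with every replicate also reaching 75%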;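 further: 0% = median of neutral control wells and 100% = pilot-screen positive control compound; some compounds past the cut are filed as inactive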
# NR2E3 ag-1 = human photoreceptor-specific nuclear receptor agonism; Q9Y5X4; CHO-S Gal4-NCOR/VP16-NR2E3 two-hybrid, luciferase; inhibition of corepressor binding, % at 3.98 µM; actives 0.35% (n = 360,000); AID 602229;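 active means inhibition above the mean of all tested compounds plus 3 SD, cut at about 70% in these data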;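 further: 0% = DMSO with NR2E3 transfected cells and 100% = cells lacking NR2E3 construct; higher means lower luciferase signal from less NR2E3 corepressor binding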
# Target sequence (Q9Y5X4 whole entry, looked up, the tested form may be a part): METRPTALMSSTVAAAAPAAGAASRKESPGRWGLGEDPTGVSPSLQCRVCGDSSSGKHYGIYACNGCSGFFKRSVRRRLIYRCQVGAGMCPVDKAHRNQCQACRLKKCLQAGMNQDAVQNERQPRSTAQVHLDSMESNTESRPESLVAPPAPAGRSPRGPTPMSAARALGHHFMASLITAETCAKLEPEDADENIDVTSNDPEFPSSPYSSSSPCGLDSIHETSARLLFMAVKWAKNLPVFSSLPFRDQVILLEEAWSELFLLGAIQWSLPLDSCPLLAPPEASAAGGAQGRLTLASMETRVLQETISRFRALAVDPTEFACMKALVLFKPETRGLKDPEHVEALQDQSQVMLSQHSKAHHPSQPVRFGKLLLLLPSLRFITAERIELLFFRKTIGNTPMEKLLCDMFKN
# KKLEB cytotox = counter-screen for CF NF-kB inhibitors: cytotoxicity; KKLEB CF airway cells viability, ATPlite luminescence, overnight; stronger effect = lower value; cells stimulated with P. aeruginosa culture filtrate; actives 0.36% (n = 360,000); activity change (cytotoxicity), % at 5 µM;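 active means corrected activity change at or below -50% at 5 µM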
# TRAIL sens C8 = sensitizes caspase-8 expressing cells to TRAIL. actives 1% (n = 360,000). inhibition (viability loss, TRAIL sensitization), % at 10 µM. NB7+C8 cells + TRAIL, ATPlite viability luminescence;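 active means compounds causing at least 50% loss of cell viability in the single-dose screen, relative to plate controls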
# NR2E3 ag-2 = activates human photoreceptor nuclear receptor NR2E3. Q9Y5X4. GST-NR2E3/biotin-RetCOR TR-FRET, 1536-well. inhibition of corepressor binding, % at 4.78 µM. actives 0.12% (n = 320,000). AID 2300;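 active means percent inhibition above the cutoff of mean plus 3 SD of all tested compounds, set per screening campaign, cut at about 20% in these data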;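 further: 0% = DMSO wells and 100% = biotin wells as full block of FRET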
#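 System: GST-tagged NR2E3 plus biotinylated RetCOR corepressor; Buffer or medium: pH 7.5 Tris-based buffer; Probe or stimulus: RetCOR corepressor, biotinylated, 7 nM; Doses: compound at 4.8 µM, single dose; Schedule: 5 h incubation at 4 °C; Technique: time-resolved FRET; Evaluation: percent inhibition of TR-FRET ratio; Replication: one well per compound, singlicate testing.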
# HIF-2a block = blocks HIF-2a reporter activity | AID 624352 | inhibition, % at 18.8 µM | actives 0.72% (n = 360,000) | 786-0 RCC cells HIF-2a reporter, luciferase luminescence, overnight;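 active means inhibition of the luminescence signal of 40% or more relative to plate controls, in a single-dose primary screen at 18.75 µM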
# Starred values were filed as active, the others as inactive; x = no result given. An excerpt. The share of hits here may be higher or lower than overall.
SMILES,TWEAK-Fn14 inh,MITF TRPM1 inh,TROY NFkB inh,CF NFkB block,Peg3 prom inh,Shn3 inh set2,NR2E3 ag-1,KKLEB cytotox,TRAIL sens C8,NR2E3 ag-2,HIF-2a block
O=C(CCN1C(=O)C2CC=CCC2C1=O)Nc1cccc(S(=O)(=O)N2CCCCC2)c1 (stereo not drawn),2,0,3,14,19,-3,13,6,13,2,5
CCOc1ccc(NC(=S)NC(=O)c2c(Br)cnn2C)c([N+](=O)[O-])c1,0,-6,-49,4,-162,-42,-27,-21,22,0,-119
COc1ccc(OCC(=O)Nc2cccc(-c3nc4ccccc4[nH]3)c2)cc1,33,-38,28,-19,-34,-1,-76,3,9,1,-103
CC(O)(c1ccc(F)c(F)c1)c1nc(-c2cccc(C#N)c2)cs1 (stereo not drawn),-13,x,10,-15,7,11,11,-4,-23,x,-6
CC(C)c1ccc(N(CC(=O)NCc2cccnc2)S(=O)(=O)c2ccccc2)cc1,19,0,-7,1,24,-28,-2,6,-1,0,3
Cc1cccc(N=C2NC(=O)/C(=C/c3cn(C)c4ccccc34)S2)c1,36,-18,-7,-3,40,13,10,-5,13,-3,-84
CSc1nc(N2CCN(c3ccccc3)CC2)cc(N2CCN(c3ccccc3)CC2)n1,-21,-12,9,18,-7,-10,5,5,10,-2,-28
COc1ccc(-c2nc3ccccn3c2Cl)cc1,52*,-15,3,-18,-120,-17,-103,-31,72*,-3,-48
Cc1cc(Cl)ccc1-c1cc2nc(NCCCN(C)C)n(C)c(=O)c2s1,-15,x,-18,-1,-8,-4,6,13,5,x,-7
O=C(c1ccc(CS(=O)c2ccccc2Cl)o1)N1CCCCCC1 (stereo not drawn),-7,-16,-27,-27,-12,5,-31,2,-10,-2,-17
CN(C)/N=C/c1ccc([N+](=O)[O-])cc1[N+](=O)[O-],18,17,-7,4,10,13,-6,-6,4,-2,-6
COc1cccc(CN2CCCC(N3CCc4ccccc4C3)C2)c1O (stereo not drawn),1,1,6,-9,20,5,6,8,9,-1,16
COc1ccccc1N(C)C(=O)c1cc(S(=O)(=O)N2CCCC2)cn1C,12,7,5,-28,-1,-11,-16,15,7,2,5
O=C(CC1S/C(=N/N=C/c2c[nH]c3ccccc23)NC1=O)Nc1ccccc1 (stereo not drawn),14,2,18,-3,1,7,-1,2,-8,1,-31
Cc1ccc(S(=O)(=O)N(C)C)cc1NC(=O)[C@H](Cc1ccccc1)N1C(=O)c2ccccc2C1=O,-4,0,-8,9,7,-5,0,2,13,1,10
CC(C)c1ccc(NC(=O)COc2nncc3ccccc23)cc1,-14,-4,-46,-4,-25,-38,13,18,-5,2,-40
CN(c1ccccc1C(=O)Nc1ccc(S(=O)(=O)N2CCOCC2)cc1)S(C)(=O)=O,12,5,-16,-10,17,4,30,-4,-4,-1,12
CN(c1ccccn1)c1ncnc2[nH]ncc12,-4,-4,-22,-12,8,-40,-4,-11,10,4,8
COc1ccc(C(C)(C)C)cc1NC(=O)COC(=O)c1cnc(C)cn1,10,6,3,-5,7,-4,-17,1,-12,3,10
CC1(C)OC(=O)C(=Cc2ccc(-c3ccc(S(N)(=O)=O)cc3)o2)C(=O)O1,8,11,-7,-27,7,16,-17,20,-6,1,15
CC(Sc1nnc(Cc2cccs2)n1C)C(=O)Nc1ccc(C(N)=O)cc1 (stereo not drawn),9,2,20,-7,-2,-38,3,1,11,x,11
COc1ccc(/C=C2\SC(=S)N(NS(=O)(=O)c3ccccc3)C2=O)c(OC)c1,-20,-12,-27,5,-6,-8,-3,0,-11,x,-34
COCCNC(=O)/C(C#N)=C\c1ccc(CNC(=O)C(=O)Nc2ccc(C)c(C)c2)o1,9,8,7,-11,-6,14,3,-12,-3,0,-4
CC(O)C1CCC2C3CCC4CC(O)CCC4(C)C3C(=O)CC12C (stereo not drawn),0,0,-16,20,-6,-17,-11,-1,0,x,0
CCn1c(=O)n(CC)c2cc(S(=O)(=O)N3CCC(c4ccccc4)CC3)ccc21,14,15,35,10,24,54,14,2,6,-1,-4
CCOC(=O)N1CCN(Cc2cn3ccccc3n2)CC1,-6,-1,11,-9,13,-14,-3,-2,-12,4,-2
Cc1cc(O)cc(=O)n1CCc1ccccc1,-5,-12,1,1,14,10,-15,17,-10,3,12
O=C(O)c1cc2ccccc2cn1,-14,-1,-5,-21,-5,2,3,11,-5,x,8
CC(c1nc2ccccc2c(=O)[nH]1)N1CCCN(S(=O)(=O)c2ccc(F)cc2)CC1 (stereo not drawn),11,2,4,4,5,-8,3,1,2,2,21
Fc1ccc(OCc2nc(-c3cccs3)no2)cc1,-30,-72,-91,18,-345,-92,-86,-6,7,2,-342
Cn1c(=NC(=O)CS(=O)(=O)c2ccccc2)sc2cc([N+](=O)[O-])ccc21,-20,-29,-23,-47,-36,3,-13,26,8,1,-40
N=c1c(C(=O)NCc2ccco2)cc2c(=O)n3ccccc3nc2n1CCc1ccccc1,-121,-14,-31,-70,12,12,-38,-3,11,0,-29
CCN(CC)CCNC(=O)C(C)c1nn(C)c(=O)c2ccccc12 (stereo not drawn),9,12,-6,-8,3,-12,0,5,8,0,-4
Cc1oc2cc(O)ccc2c(=O)c1Oc1ccc(F)cc1,7,11,11,10,-1,11,-6,-2,4,2,3
O=C(Cn1cnc2scc(-c3ccc(Br)cc3)c2c1=O)N1CCOCC1,-5,-2,-20,-2,7,-7,15,-3,-1,10,21
CCCCC(=O)N(C)c1c(CC)nc2c(OCc3ccc(S(C)(=O)=O)cc3)cccn12,1,x,-4,-1,0,2,7,-7,-18,x,10
NS(=O)(=O)c1ccc2nc(-c3ccccc3)c(-c3ccccc3)nc2c1,-15,-1,-6,13,27,10,-14,1,-3,-2,15
COC(=O)CSc1nccc(C)n1,-1,3,14,-6,2,21,-6,4,-4,1,14
CN(Cc1ccco1)C(=O)CSc1nn2c(=O)c(C(C)(C)C)nnc2s1,18,16,5,5,4,-29,-34,10,-7,x,4
CCOc1ccc(NC(=O)CN2C(=O)NC(C)(c3ccc(OC(F)F)cc3)C2=O)cc1 (stereo not drawn),-5,3,0,-18,1,-3,20,-8,6,3,6
COc1ccc(/C(O)=C2/C(=O)C(=O)N(CCCN3CCOCC3)C2c2ccc(C)cc2)cc1 (stereo not drawn),0,-4,2,-6,3,-30,-20,6,-2,x,1
CCCCNC(=O)C1CCN(S(=O)(=O)c2cnc[nH]2)CC1,-5,-6,6,-13,0,4,-16,2,4,-1,6
Cn1cc(CN2CCCCC2CO)c(-c2ccc(Oc3ccccc3)cc2)n1 (stereo not drawn),3,3,8,-24,-7,4,5,10,5,0,19
CCOC(=O)c1cccc(NC(=O)Cn2c(CC(=O)NC)nc3ccccc32)c1,4,2,12,2,3,12,-27,-3,-1,2,3
Clc1ccc(-c2cc(CSc3ccccc3)on2)cc1,-9,-130,-32,0,-384,-87,-145,5,7,-6,-237
NC(=O)C1CCN(c2ccc(S(=O)(=O)N3CCC(Cc4ccccc4)CC3)cn2)CC1,15,15,12,-14,7,59,-21,22,-9,1,23
O=C(CNC(=O)Cc1ccccc1)NCC(=O)N1CCCCC1,14,10,-8,4,5,11,-12,-20,-12,3,16
CC1Cc2ccccc2N1C(=O)CSc1nnc(CSc2ncccn2)n1C (stereo not drawn),17,6,-6,-17,-3,-20,-19,10,1,1,14
CCOC(=O)c1csc(NC(=O)CSc2nnc(C3CC3)n2C)n1,-12,33,-39,-25,-10,-10,-6,4,-9,1,-1
Cc1ccc(CSc2nc(-c3ccccc3)c(C#N)c(=O)[nH]2)cc1,3,0,54*,7,9,-3,41,12,0,11,6

# Of the compounds above, these have a tert-butyl group:
SMILES,TWEAK-Fn14 inh,MITF TRPM1 inh,TROY NFkB inh,CF NFkB block,Peg3 prom inh,Shn3 inh set2,NR2E3 ag-1,KKLEB cytotox,TRAIL sens C8,NR2E3 ag-2,HIF-2a block
COc1ccc(C(C)(C)C)cc1NC(=O)COC(=O)c1cnc(C)cn1,10,6,3,-5,7,-4,-17,1,-12,3,10
CN(Cc1ccco1)C(=O)CSc1nn2c(=O)c(C(C)(C)C)nnc2s1,18,16,5,5,4,-29,-34,10,-7,x,4

# Entries listed so far that bear a hit mark in TWEAK-Fn14 inh:
SMILES	TWEAK-Fn14 inh	MITF TRPM1 inh	CF NFkB block	Peg3 prom inh	Shn3 inh set2	NR2E3 ag-1	NR2E3 ag-2	HIF-2a block
COc1ccc(-c2nc3ccccn3c2Cl)cc1	52*	-15	-18	-120	-17	-103	-3	-48

# Continuation:
SMILES,TWEAK-Fn14 inh,MITF TRPM1 inh,TROY NFkB inh,CF NFkB block,Peg3 prom inh,Shn3 inh set2,NR2E3 ag-1,KKLEB cytotox,TRAIL sens C8,NR2E3 ag-2,HIF-2a block
CC1=CN2C(c3cccc([N+](=O)[O-])c3)=NON(c3ccc(C)cn3)C2C=C1 (stereo not drawn),-33,x,60*,12,43,18,2,-28,-7,x,-20
CC[C@H](CO)Oc1cc(NCc2ccc(Cl)c(Cl)c2)c2ncn(C(C)C)c2c1,13,-4,20,38,28,14,16,-32,12,x,24
Cc1nn(C(C)C(=O)NNC(=S)Nc2ccc(Cl)cc2)c(C)c1[N+](=O)[O-] (stereo not drawn),-26,10,-45,18,6,6,-9,-1,-5,3,-13
C=CCn1c(SCc2ccc(F)cc2)nnc1-c1sc2nc(C)cc(C)c2c1N,-14,-24,-17,-14,13,8,7,22,-26,-5,6
CC(C(=O)Nc1ccc(C(N)=O)cc1)N1C(=O)c2ccccc2S1(=O)=O (stereo not drawn),-15,-2,-18,12,-27,-3,-6,-4,-4,1,0
O=S(=O)(c1cccs1)N1CCN(C/C=C/c2ccccc2)CC1,13,-2,1,-3,19,2,14,2,1,-2,5
CCOC(=O)C1=CCN(S(=O)(=O)c2ccccc2Br)C1c1ccc(Cl)c(Cl)c1 (stereo not drawn),-3,x,1,29,41,-9,5,-20,0,x,23
O=C(/C=C/c1cccc(Br)c1)OCC(=O)N1CCN(c2ccccc2)CC1,-4,x,2,7,5,-2,-5,-7,-7,0,11
CCOC(=O)C1CCCN(C(=O)c2ccc3c(=O)n(CCOC)c(=S)[nH]c3c2)C1 (stereo not drawn),11,17,18,3,3,37,9,2,4,-1,13
CCN(CC)S(=O)(=O)c1cc(NC(=O)COC(=O)C2CCC2)ccc1C,-3,4,4,-5,5,0,16,14,1,0,-3
O=S(=O)(c1ccccc1)c1ncc(C(F)(F)F)cc1Cl,33,6,46,89*,71*,49,17,-86*,3,x,96*
O=C(NCCCN1CCOCC1)c1ccc2c(c1)N(Cc1ccccc1)C(=O)c1ccccc1S2,15,18,5,4,9,5,-15,-13,-9,5,16
CC(C)CN1CC(C)C(=O)NC1=S (stereo not drawn),15,-6,-6,21,9,-17,-12,-5,-11,x,-4
